AID inhibitor: Primary qHTS assay for inhibitors of Activation Induced Cytidine Deaminase (AID): AID signal. AID deamination FRET fluorescence, UDG-coupled, 4 h. Potency, µM (top dose mostly 115 µM), without a hit: top-dose activity change, negative = inhibition, most hits filed as inhibitors. Single-stranded DNA cytosine deaminase (Homo sapiens), Q9GZX7. 91,000 tested, 0.32% active. AID 1347428, 2020; further: nearly all actives have a fitted effect of over 25% in size
Target sequence (Q9GZX7 whole entry, looked up): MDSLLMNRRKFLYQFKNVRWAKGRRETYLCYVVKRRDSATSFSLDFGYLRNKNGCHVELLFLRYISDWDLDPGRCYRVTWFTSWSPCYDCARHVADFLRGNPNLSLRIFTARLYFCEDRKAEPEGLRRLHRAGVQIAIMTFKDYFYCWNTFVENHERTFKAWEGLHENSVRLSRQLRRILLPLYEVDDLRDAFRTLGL
UDG counterscr: Primary qHTS assay for inhibitors of Activation Induced Cytidine Deaminase (AID): UDG Counterscreen signal; Potency, µM (doses to about 115 µM), without a hit: at the highest dose activity change, negative = inhibition, usual class: inhibitors; 91,000 tested, 0.14% active; AID 1347430, 2020; Uracil-DNA glycosylase; FRET deamination/UDG coupled assay, UDG read, 4 h; further: nearly all actives have a fitted effect of over 65% in size
The depositor's hits bear a star; u = inconclusive; [ ] = dose if it differs, or a comment. The call rests on the fitted dose curve; in most records, active means well fitted curve in the direction sought with a large enough effect; inconclusive means small, poorly fitted or top-dose-only effect, or another doubt; inactive means no such curve, though single readings can be large; an effect the other way counts as inactive or inconclusive. On the % scale 0 is the no-effect control and ±100 the full control effect; potency means the concentration at half of the fitted maximal effect. These rows are one share of the data; the hit share may differ from the screen's.

SMILES	AID inhibitor	UDG counterscr
CCOC(=O)c1ccc(-n2c(CCC(=O)O)ccc2-c2ccc(Br)cc2)cc1	u	-3%
COC(=O)c1ccc(OCC(=O)NCC(F)(F)F)cc1	-4%	8%
Cc1cc(Nc2cccc(C(F)(F)F)c2)nc2ccc(NC(=O)c3cccc(Cl)c3)cc12	u	-23%
CCOc1ccc(CCNC(=O)CCCn2nc(C)c3sc4ccccc4c3c2=O)cc1OCC	10%	23%
O=C(Nc1nc(-c2ccc(Br)cc2)ns1)c1ccc(F)cc1	1%	-3%[57.5 µM]
O=C(CC1N=C2c3ccccc3N=C(SCc3ccccc3Cl)N2C1=O)NCc1cccs1 (configuration not stated)	-7%	0%
Cc1cc(C)nc(SC(C(=O)c2ccccc2)c2ccccc2)n1 (configuration not stated)	-14%	-3%
COc1ccc(/C(C#N)=C\c2ccccc2F)cc1OC	20%	-8%
Cc1cc(C(=O)OC(C)C(=O)Nc2ccc(Cl)cc2F)c(C)o1 (configuration not stated)	1%	1%
CCOC(=O)c1ccc(Nc2nc3ccccc3nc2NS(=O)(=O)c2ccc(Cl)cc2)cc1	-2%	-11%
CC(C)Oc1ccc(NC(=O)CCCc2cccs2)cc1	0%	-3%
COc1cc(Cl)c(C)cc1Nc1nc2ccccc2c2nnc(C)n12	17%	u
Cc1c(NC(=O)c2ccc(Cl)cc2)cc(C(C)C)c(O)c1S(=O)(=O)c1ccc(Cl)cc1	7%	-2%
COc1ccc(C(=O)CN2CCN(S(=O)(=O)c3ccc(F)cc3)CC2)cc1	119%[activator]	u
CC(C)C(=O)N1c2nc(C(C)C)nn2C2(CCCCC2)[C@@H]2CCCC[C@@H]21	-13%	-1%[57.5 µM]
COc1cccc(C(=O)Nc2nnc(S(=O)(=O)N3CCOCC3)s2)c1	-4%	11%
Cc1ccc(CNC(=O)CCc2c(C)c3ccc(O)c(C)c3oc2=O)cc1	2%	-5%
CCCCN1CCc2nc(Nc3ccc(OC)cc3OC)ncc2C1	9%	1%
O=C(c1cc2cc(Cl)ccc2oc1=O)N1CCN(Cc2ccccc2)CC1	4%	4%
O=C(CSc1nnnn1C1CCCC1)c1ccc2ccccc2c1	-9%	-13%
CCOc1ccc(NC(=O)c2cnn3c2NC(c2ccccc2)=CC3c2cccc(OC)c2OC)cc1 (configuration not stated)	10%	-7%
Cc1ccc([N+](=O)[O-])cc1NC(=O)Cn1cnc2c1c(=O)n(C)c(=O)n2C	-3%	7%
CCC(=O)N1CCN(c2ccccc2NC(=O)c2ccc(C#N)cc2F)CC1	7%	2%
COc1ccc(NC(=O)c2cc3c(=O)n(Cc4ccco4)ccc3nc2C)cc1	9%	-6%[57.5 µM]

One compound at a time, as listed above. Order of screens: AID inhibitor, UDG counterscr
Cc1ccc([N+](=O)[O-])cc1NC(=O)Cn1cnc2c1c(=O)n(C)c(=O)n2C in the list: -3%, 7%
CCOC(=O)c1ccc(Nc2nc3ccccc3nc2NS(=O)(=O)c2ccc(Cl)cc2)cc1 in the list: -2%, -11%
COc1cccc(C(=O)Nc2nnc(S(=O)(=O)N3CCOCC3)s2)c1 in the list: -4%, 11%

Following part.
SMILES	AID inhibitor	UDG counterscr
COc1ccc(NC(=O)CC2Nc3cc(C)c(C)cc3NC2=O)c(OC)c1 (configuration not stated)	-12%	-8%
Clc1ccc(N/N=C/c2c(Cl)cccc2Cl)cc1Cl	-15%	-12%
COC(=O)c1ccoc1COC(=O)c1ccc(C#N)cc1	1%	0%
N#Cc1ccccc1Sc1ccccc1C(=O)OCC(=O)Nc1ccccc1	-2%	-7%
O=C(CSc1nc2c([nH]c3ccccc32)c(=O)n1-c1ccccc1)N1CCCCC1	12%	6%[57.5 µM]
Cc1cccc(NC(=O)CSc2nc(-c3ccccc3)cn2-c2ccccc2)c1C	-21%	-3%
CC1Cc2cc(S(=O)(=O)N(C)c3ccc(Br)cc3)ccc2N1C(=O)C1CC1 (configuration not stated)	u	-6%
Cc1[nH]c2ccccc2c1C1(O)C(=O)N(Cc2ccccc2Cl)c2ccccc21 (configuration not stated)	u	-11%
COc1ccc(-c2nc(Cn3c(SCc4cccc(Cl)c4)nc4ccncc43)c(C)o2)cc1	13%	4%
Nc1c(N(Cc2ccco2)C(=O)COc2ccccc2F)c(=O)[nH]c(=O)n1Cc1ccccc1	-10%	-12%
CCS(=O)(=O)N1CCC2(CC1)OC(=O)C(C)=C2C(=O)NCc1ccccc1C	1%	8%
O=C(O)Cc1sc(NC2CCCCC2)nc1-c1ccc(Cl)cc1	-2%	-5%
O=C(CCC(=O)c1ccc(F)cc1)OCc1cc(-c2ccccc2)no1	-3%	1%
COCCn1c(CNC(=O)c2cc([N+](=O)[O-])ccc2Cl)nc2cccnc21	1%	1%
CC(C)Cn1c(NC2CCCCC2)nc2c1c(=O)[nH]c(=O)n2C	8%	11%
COc1ccc(-c2nc(CCNC(=O)Cc3ccc(F)cc3)cs2)cc1	u	-12%[57.5 µM]
COc1ccc(CNC(=O)Cn2ccc3cc(S(=O)(=O)N4CCCCC4)ccc32)cc1OC	-18%	-9%[57.5 µM]
c1cc2cc(CNC3CC3)ccc2[nH]1	18%	-2%
CCC(CC)NC(=O)c1ccc(C(C)(C)C)cc1	-5%	1%
CN(C(=O)Cn1c(=O)n(Cc2ccc(C(=O)NCc3ccc4c(c3)OCO4)cc2)c(=O)c2ccccc21)c1ccccc1	-10%	-5%
O=C(NCc1cccc(Cl)c1)C(=O)Nc1cccc2[nH]ccc12	-2%	-11%
O=C1/C(=C/c2ccc(-c3ccccc3)cc2)CCc2ccccc21	-2%	1%
CC(=O)c1cccc(NC(=O)COc2c(C)[nH]ccc2=O)c1	-1%	1%
N#CC1=C(N)OC2=C(C(=O)CC(c3ccccc3)C2)C1c1ccccc1C(F)(F)F (configuration not stated)	-9%	-1%
Cc1c(-c2ccccc2)c(=O)oc2cc(OC(=O)c3ccco3)ccc12	-14%	-5%
O=C(/C=C/c1ccc(F)cc1)c1cccc(O)c1	-18%	-6%
CCOc1ccc(CCNCc2c(C(=O)O)n(Cc3ccc(C)cc3)c3cc(OC)ccc23)cc1	-7%	-3%
CCCCNc1sc(S(=O)(=O)CC)nc1S(=O)(=O)c1ccc(C)cc1	u	-7%
COc1ccc2cc(/C=C/C(=O)c3cccs3)ccc2c1	5%	5%
CC(=O)Nc1ccc(C(=O)NC2CCC3CCCCC3C2)s1 (configuration not stated)	-10%	2%
Cc1cc2c(cc1S(=O)(=O)NCc1ccccc1)OCC(=O)N2	-6%	4%
CS(=O)(=O)NCC(=O)O	3%	3%
C(#Cc1ccc(C#CC[N+]2(Cc3ccccc3)CCCCC2)cc1)C[N+]1(Cc2ccccc2)CCCCC1	u	-7%
CC(C)Oc1ccc(/C=C(/C#N)c2nc3ccccc3[nH]2)cc1Br	3%	0%
CC1(C)CC(CCN2CCC(Cc3ccccc3)CC2)(c2cccc(C(F)(F)F)c2)CCO1 (configuration not stated)	-12%	-2%
c1coc(-c2nc3n(n2)C2(CCCCC2)[C@@H]2CCCC[C@@H]2N3)c1	-17%	-6%
Cc1ccc(C(CNC(=O)c2cc(-c3ccc4c(c3)CCCC4)on2)N2CCN(C)CC2)o1 (configuration not stated)	-7%	-4%
CCOC(=O)COc1ccc([N+](=O)[O-])cc1-c1ccnc2cc(-c3ccc(Cl)cc3)nn12	u	-5%
CC(=O)NC(Nc1ccccc1F)C(=O)c1ccccc1 (configuration not stated)	-5%	-10%
CCC1CN(C(=O)C2CCN(S(=O)(=O)c3c(C)noc3/C=C/c3ccccc3F)CC2)c2cc(Cl)ccc2O1 (configuration not stated)	3%	1%
CCC1CCCCN1C(=O)CSc1n[nH]c(-c2ccccc2Cl)n1 (configuration not stated)	11%	0%
Cc1cc(-c2cccs2)n[nH]1	-7%	3%
CCCc1c(C)c2ccc(OCc3ccccc3)cc2oc1=O	-8%	5%
CC(=O)c1cccc(-n2c(=O)c3c4c(sc3n(CC(=O)Nc3ccccc3F)c2=O)CN(C(C)=O)CC4)c1	-11%	0%
CC(C)C[C@H](NC(=O)NCC(c1ccccc1)c1ccccc1)C(=O)O	0%	3%
O=C(CN1CCN(S(=O)(=O)Cc2ccccc2)CC1)Nc1cccc(F)c1	-2%	-10%
COc1ccc(CC(=O)NCCc2csc(-c3ccc(Cl)cc3)n2)cc1	10%	-9%
O=C(CSc1nc2c([nH]c3ccccc32)c(=O)n1-c1ccc(Cl)cc1)N1CCCCCC1	32%[activator]	4%

As entered above:
`O=C(CN1CCN(S(=O)(=O)Cc2ccccc2)CC1)Nc1cccc(F)c1` in UDG counterscr is listed with -10%
`CCOC(=O)COc1ccc([N+](=O)[O-])cc1-c1ccnc2cc(-c3ccc(Cl)cc3)nn12` in UDG counterscr is listed with -5%
`O=C(CSc1nc2c([nH]c3ccccc32)c(=O)n1-c1ccc(Cl)cc1)N1CCCCCC1` in AID inhibitor is listed with 32%[activator]
`CC(=O)NC(Nc1ccccc1F)C(=O)c1ccccc1` (configuration not stated) in UDG counterscr is listed with -10%
`CCCc1c(C)c2ccc(OCc3ccccc3)cc2oc1=O` in UDG counterscr is listed with 5%

Additional entries.
SMILES	AID inhibitor	UDG counterscr
Cc1ccc(NC(=O)c2nn(C)c(=O)c3ccccc23)c(O)c1	2%	-2%
Cc1nc2sc(C(=O)N(C)Cc3ccccc3)c(NC(=O)c3ccccc3)c2c(C)c1Cl	7%	-11%
CSc1ccccc1C(=O)Nc1ccc(F)c(F)c1	3%	6%
CCN(CC)C(CNC(=O)c1nn(C)c(=O)c2ccccc12)c1ccccc1 (configuration not stated)	-1%	-10%
COc1ccc(OC)c(NC(=O)[C@H](CSCc2ccccc2)N2Cc3ccccc3C2=O)c1	86%[activator]	-14%
C=CCNC(=O)CSCc1coc(-c2ccc(OC)cc2)n1	2%	-7%
CC(=O)N(CCC1(CCC(C)C)CCOC(C)(C)C1)Cc1ccccc1 (configuration not stated)	-11%	5%
COc1ccc(C(CNC(=O)CN2CCN(C)CC2)c2c[nH]c3ccccc23)cc1 (configuration not stated)	-2%	-5%
O=C(Nc1ccc(F)cc1)c1ccc2c(c1)CC(c1ccc(F)cc1)OC2=O (configuration not stated)	-6%	-17%
COc1cc(OC)cc(C(=O)Oc2ccc(Cl)c(C)c2)c1	-5%	3%
CCOc1ccc(CCNC(=O)c2c(C)oc3ncn(C)c(=O)c23)cc1	-17%	-7%
CCC1=Nc2cc(C(=O)NCCc3ccccc3)ccc2Sc2ccc(Cl)cc21	-5%	-19%
COc1ccc(OC)c(-c2nnc3n(Cc4ccc(C)cc4)c(=O)c4ccccc4n23)c1	u	-5%
Cc1cc(F)ccc1S(=O)(=O)Nc1ccc2oc3c(c2c1)CC(C)CC3 (configuration not stated)	9%	12%
Cn1c(CCn2ccccc2=O)nc2cc(NS(=O)(=O)c3ccc(Cl)cc3)ccc21	7%	-4%
Cc1ccc(/C=C(\C#N)C(=O)NC2CCCCC2)o1	10%	2%
COc1cc2nc(SCc3ccc(C)cc3)n3nc(CCn4nc(C)cc4C)nc3c2cc1OC	4%	-11%
CNS(=O)(=O)c1cn(CC(=O)Nc2ccc(OC)c(Cl)c2)cc1S(=O)(=O)NC	9%	9%
O=C(NCc1cccc(F)c1)c1ccc2nc(CCc3ccccc3)oc2c1	-10%	-8%
Cc1ccc(-c2cnc(CCC(=O)Nc3ccc(C)c(F)c3)o2)cc1C	10%	-4%
COc1ccc(Cl)cc1NC(=O)CCc1c(C)nc2c(c1C)c(=O)n(C)c(=O)n2C	24%	5%
COCCn1c(-n2nc(C)cc2C)nc2c1c(=O)n(Cc1cccc(Cl)c1)c(=O)n2C	-7%	-8%
Cc1ccc(C)c(NC(=O)CSc2ncc3c(n2)-c2ccc(Cl)cc2N(C)S3(=O)=O)c1	7%	10%
Cc1ccc(S(=O)(=O)n2nc(C)c(S(=O)(=O)N3CCCCCC3)c2C)cc1C	53%[activator]	0%
O=C(C(Sc1nnc(-c2cccnc2)n1-c1ccccc1)c1ccccc1)N1CCCC1 (configuration not stated)	-2%	-1%
COC(=O)C1=C(C(=O)c2ccccc2)C(c2ccccc2)n2nnnc2N1 (configuration not stated)	3%	1%
CCNC(=O)CC1C(=O)N(c2ccccc2)C(=O)N1Cc1ccc(F)cc1 (configuration not stated)	26%	7%
COc1cccc(CCNC(=O)Cn2c(-c3cccs3)cc3ccccc32)c1	8%	-9%
CC(=O)c1cc(C)c(C)cc1O	0%	2%
O=C(/C=C/c1ccc(-c2c(Cl)cccc2Cl)o1)c1ccccc1	-9%	-10%
COc1ccccc1N1CCN(c2ncccc2-c2nc(-c3ccc(Cl)cc3)no2)CC1	13%	8%

Of the compounds above, these have a furan ring, fused or not.
SMILES	AID inhibitor	UDG counterscr
Cc1cc(C(=O)OC(C)C(=O)Nc2ccc(Cl)cc2F)c(C)o1 (configuration not stated)	1%	1%
COc1ccc(NC(=O)c2cc3c(=O)n(Cc4ccco4)ccc3nc2C)cc1	9%	-6%[57.5 µM]
COC(=O)c1ccoc1COC(=O)c1ccc(C#N)cc1	1%	0%
Nc1c(N(Cc2ccco2)C(=O)COc2ccccc2F)c(=O)[nH]c(=O)n1Cc1ccccc1	-10%	-12%
Cc1c(-c2ccccc2)c(=O)oc2cc(OC(=O)c3ccco3)ccc12	-14%	-5%
c1coc(-c2nc3n(n2)C2(CCCCC2)[C@@H]2CCCC[C@@H]2N3)c1	-17%	-6%
Cc1ccc(C(CNC(=O)c2cc(-c3ccc4c(c3)CCCC4)on2)N2CCN(C)CC2)o1 (configuration not stated)	-7%	-4%
CCOc1ccc(CCNC(=O)c2c(C)oc3ncn(C)c(=O)c23)cc1	-17%	-7%
Cc1cc(F)ccc1S(=O)(=O)Nc1ccc2oc3c(c2c1)CC(C)CC3 (configuration not stated)	9%	12%
Cc1ccc(/C=C(\C#N)C(=O)NC2CCCCC2)o1	10%	2%
O=C(/C=C/c1ccc(-c2c(Cl)cccc2Cl)o1)c1ccccc1	-9%	-10%
